# Screens (PubChem)
# PME-1 Maybridge: inhibitors of human PME-1 in Maybridge library; recombinant PME-1, FP-Rh probe fluorescence polarization; 0.5% of 16,000 active; inhibition, % at 9 µM; in the data active = inhibition above about 30%
# Nox1 inhibitor: inhibitors of human NADPH oxidase 1 (Nox1); HT29 cells, luminol chemiluminescence ROS; 0.81% of 16,000 active; inhibition, % at 6.7 µM; Q9Y5S8
# NOTCH ag: agonists of NOTCH signaling; NOTCH signaling luciferase reporter cells, luminescence; activation, % at 2.5 µM; 0.4% of 15,000 active; AID 434982, 2010; in the data active = activation above about 2.2%
# KOR antag MB: antagonists of human kappa opioid receptor OPRK1, Maybridge library | Kappa-type opioid receptor (Homo sapiens), P41145 | OPRK1 cells, antagonist mode, fluorescence readout | inhibition, % at 9 µM | 0.4% of 16,000 active; in the data active = inhibition above about 50%
# rat GALR2 ag: agonists of rat galanin receptor 2 (GALR2) | Galanin receptor type 2 (Rattus norvegicus), O08726 | cell-based GALR2 agonist screen | activation, % at 10 µM | 0.5% of 16,000 active | AID 833, 2007; in the data active = activation above about 15%
# Luminol counter: counter-screen for Nox1 inhibitors: inhibitors of luminol chemiluminescence | 0.4% of 16,000 active | inhibition, % at 6.7 µM | HRP/luminol/H2O2 chemiluminescence counterscreen; also: reference of the scale not given here
# S1P1 ag: activates the human S1P1 receptor; activation, % at 4.5 µM; AID 1044, 2008; Sphingosine 1-phosphate receptor 1 (Homo sapiens), P21453; 1.5% of 16,000 active; S1P1 agonist cell-based reporter assay; in the data active = activation above about 80%
# TLR4 MyD88 blk: inhibitors of human TLR4-MyD88 binding; Toll-like receptor 4 (Homo sapiens), O00206; Cell-based TLR4-MyD88 binding inhibition assay; inhibition, % at 10 µM; 0.06% of 16,000 active; AID 811, 2007; in the data active = inhibition above about 45%
# Starred values were filed as active, the others as inactive. Rule as the data show it, unless noted: active = inhibition above about 75%; inactive = the rest. These rows are one share of the data, so the mix of outcomes need not match the whole.
SMILES,PME-1 Maybridge,Nox1 inhibitor,NOTCH ag,KOR antag MB,rat GALR2 ag,Luminol counter,S1P1 ag,TLR4 MyD88 blk
COc1cc2ncnc(Nc3cccc(Cl)c3)c2cc1OC,-15.8,13.9,-0.3,36.6,-7.1,-3.0,-27.6,-8.7
